GAA850 FXN act – increases GAA850 frataxin promoter reporter activity. 0.56% of 360,000 active. activation, % at 6 µM. HEK293 lucGAA850 FXN promoter luciferase reporter, 24 h; percent of 10 µM SAHA response. AID 540364;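 active = activation above the average of all compounds screened plus 3 SD, cutoff fixed separately per campaign, cut at about 7.5% in these data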;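 also: 0% = DMSO wells and 100% = 10 µM SAHA wells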
ARFGAP1 inh – rat ARFGAP1 inhibition. AID 651572. Arfgap1-stimulated ARF1 GTP hydrolysis, GDP FP detection. Q62848. 0.26% of 360,000 active. inhibition, % at 16.5 µM;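 active = inhibition above a per-plate limit, mean inhibition of low control wells plus 3 SD, cut at about 25% in these data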;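 also: 0% = DMSO wells with enzyme and 100% = wells lacking Arfgap1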
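Material – truncated rat Arfgap1 GAP domain · Buffer or medium – HEPES-based buffer, pH 7.5 · Reagent – human ARF1(Δ1-17)-GTP substrate · Dosing – 16.5 µM single point, 1.26% DMSO · Schedule – GTP hydrolysis reaction 2 h at 25 °C · Technique – GDP detection by fluorescence polarization · Benchmarks – No-Arfgap1 wells (100%) versus DMSO full-reaction wells (0%) · Repeats – single replicate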
NPR2 activator – GC-B (human) receptor activation. AID 1920062. P20594. 0.11% of 370,000 active. HEK293-GC-B cells, CNP EC30, cGMP TR-FRET; 0% at EC30 CNP, 100% saturating CNP. activation, % at 10 µM;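 active = activation at 10 µM reaching about 35% in either raw or pattern-adjusted values, limit read from the data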
rCAG binder – r(CAG) repeat RNA binding; TO-PRO-1 dye displacement fluorescence; 1.3% of 370,000 active; inhibition, % at 3 µM;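 active = inhibition above the plate cutoff, the mean of all test compounds on that plate plus 3 SD, cut at about 35% in these data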;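 also: 0% = DMSO alone and 100% = 100 µM mitoxantrone as full dye displacement; higher means more dye released from RNA so lower well fluorescence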
DDE Tn6 FP inh – disrupts Tn6 cyclic peptide binding to fibrin D-Dimer-E complex | Fibrin DD(E) TRITC-Tn6 fluorescence polarization displacement | inhibition, % at 8.3 µM | P02675 | 0.21% of 370,000 active;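 active = inhibition above a per-campaign cutoff: mean of compounds within control limits plus 3 SD, cut at about 15% in these data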;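 also: 0% = median of all compound wells on the plate and 100% = blocking peptide control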
NPR1 activator – GC-A (human) enzyme activation. P16066. HEK293 GC-A cells, cGMP TR-FRET, EC30 ANP; 0% at EC30 ANP, 100% saturating ANP. activation, % at 10 µM. 0.14% of 370,000 active; in the data active = activation above about 40%
Target sequence (P16066 whole entry, looked up): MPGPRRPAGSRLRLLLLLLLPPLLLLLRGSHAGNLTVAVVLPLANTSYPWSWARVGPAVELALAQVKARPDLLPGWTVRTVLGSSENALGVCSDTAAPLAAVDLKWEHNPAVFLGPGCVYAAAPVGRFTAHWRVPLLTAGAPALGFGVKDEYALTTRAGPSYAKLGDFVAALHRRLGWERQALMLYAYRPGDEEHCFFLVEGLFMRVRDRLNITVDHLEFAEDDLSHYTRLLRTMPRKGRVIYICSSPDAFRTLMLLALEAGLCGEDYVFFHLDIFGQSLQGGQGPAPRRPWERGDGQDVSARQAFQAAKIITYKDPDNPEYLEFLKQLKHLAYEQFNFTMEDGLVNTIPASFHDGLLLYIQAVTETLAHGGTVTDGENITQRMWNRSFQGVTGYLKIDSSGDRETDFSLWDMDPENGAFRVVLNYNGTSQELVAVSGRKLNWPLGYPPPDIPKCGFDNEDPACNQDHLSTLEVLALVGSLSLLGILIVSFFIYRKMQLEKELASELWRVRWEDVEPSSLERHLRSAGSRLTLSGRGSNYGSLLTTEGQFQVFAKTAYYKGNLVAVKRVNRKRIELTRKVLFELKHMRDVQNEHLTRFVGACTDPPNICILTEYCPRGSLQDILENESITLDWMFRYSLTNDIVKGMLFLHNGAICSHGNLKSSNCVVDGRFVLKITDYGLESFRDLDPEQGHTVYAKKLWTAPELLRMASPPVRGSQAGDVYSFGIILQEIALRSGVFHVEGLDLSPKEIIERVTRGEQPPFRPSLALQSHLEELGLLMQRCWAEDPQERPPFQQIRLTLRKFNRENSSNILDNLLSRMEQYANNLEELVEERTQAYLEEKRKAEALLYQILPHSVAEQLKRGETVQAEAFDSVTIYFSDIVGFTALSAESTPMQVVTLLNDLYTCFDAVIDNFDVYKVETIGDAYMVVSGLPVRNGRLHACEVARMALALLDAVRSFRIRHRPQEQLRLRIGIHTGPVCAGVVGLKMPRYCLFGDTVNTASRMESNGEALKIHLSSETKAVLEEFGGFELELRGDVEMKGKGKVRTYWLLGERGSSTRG
ASAP1 GAP inh – blocks human ASAP1-stimulated Arf1 GTP hydrolysis; Q9ULH1; GDP FP detection; inhibition, % at 16.5 µM; 0.19% of 360,000 active; in the data active = inhibition above about 25%;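 also: 0% = vehicle with enzyme and substrate and 100% = no enzyme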
HGIII-sPLA2 inh – Blocks human group III sPLA2 activity; Q9NZ20; QFRET BODIPY PC-A2 liposome hydrolysis, fluorescence; inhibition, % at 12.2 µM; 0.56% of 370,000 active; AID 743126;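 active = inhibition above mean plus 3 SD of compounds lying within the high and low control bounds, cut at about 19% in these data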;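 also: 0% = median of test compound wells and 100% = no enzyme DMSO wells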
proKLK7 act – proKLK7 (human) activation, primary screen | P49862 | purified proKLK7, EDANS-DABCYL substrate fluorescence; 100% is mature enzyme control, 0% vehicle | activation, % at 7 µM | 0.9% of 370,000 active | AID 652039;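 active = activation above the mean of all tested compounds plus 3 SD, computed per campaign excluding outliers beyond control limits, cut at about 13% in these data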
ADAM10 inh – ADAM10 inhibition, QFRET primary screen; recombinant ADAM10, EDANS/DABCYL FRET peptide cleavage, 3 h; inhibition, % at 7 µM; 0.62% of 370,000 active; AID 720582;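 active = inhibition above a per-campaign cutoff equal to the mean of compounds falling between control-based bounds plus 3 SD, cut at about 20% in these data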;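 also: 0% = DMSO wells while the 100% control is not disclosed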
* = called active by the depositor; . = no result given.

SMILES,ARFGAP1 inh,GAA850 FXN act,proKLK7 act,ASAP1 GAP inh,DDE Tn6 FP inh,rCAG binder,NPR2 activator,ADAM10 inh,HGIII-sPLA2 inh,NPR1 activator
COc1ccc(NC(=O)CCN2CCCC2)c(OC)c1,-2,-0.9,-0.3,4,-1,2,7,-5,5,2
O=C(c1cccs1)N1N=C(c2ccccc2)CC1c1ccccc1 (stereo not given),0,-0.8,0.4,-17,-1,0,-6,-8,0,-14
CC1CCCC(C)N1S(=O)(=O)c1ccc(S(=O)(=O)NCCc2ccncc2)cc1 (stereo not given),-11,0.1,-0.1,16,2,-4,-1,-4,-14,5
FC(F)(F)c1cc(-c2ccco2)nc(N2CCN(c3ccccc3)CC2)n1,-10,0.3,0.4,1,8,2,-1,-3,4,-1
Cc1ccc(CCNS(=O)(=O)c2ccc3c(c2)N(C)CCO3)cc1,-2,2.6,0.3,7,-4,2,-3,10,-15,2
Cc1cc(C)cc(C(=O)NC(CC(N)=O)c2ccc(N3CCC(N4CCCCC4)CC3)c([N+](=O)[O-])c2)c1 (stereo not given),2,1.5,0.2,13,10,-5,4,-3,5,0
CC(=O)Nc1ccc(S(=O)(=O)n2cnc3cc(C)c(C)cc32)cc1,-6,0.0,-0.1,11,-4,-2,-10,-10,3,-1
COCCn1c(=O)[nH]c2cc(C(=O)NCC3CCCO3)ccc2c1=O (stereo not given),4,-1.5,-13,-6,1,-2,0,-101,2,4
COC(=O)[C@H](CC(C)C)N(CCc1cn(CC2CCCCC2)nn1)S(=O)(=O)c1ccc(F)cc1Br,.,.,0.9,.,-3,3,-2,6,-5,-3
O=C1C=C(NCc2ccc3c(c2)OCO3)CC(c2ccccc2)C1 (stereo not given),-3,.,0.5,-2,8,0,0,-7,5,-3
CC(=O)Nc1cccc(C(C)C2=CCCCC2)c1 (stereo not given),.,.,-0.1,.,6,0,4,4,-2,-4
Cc1ccc(S(=O)(=O)CCC(=O)NCc2ccccc2)cc1,6,0.2,-0.2,-6,1,-3,1,2,6,-1
COc1ccc(S(=O)(=O)NCCSc2ccccc2)cc1OC,7,0.4,0.2,5,-7,-2,2,-4,-9,1
COc1ccc(NC(=S)Nc2ccc3nc(C)c(C)nc3c2)cc1,20,-1.7,4.5,6,-5,1,6,-72,6,6
O=C(CNC(=O)c1cccc(Cl)c1)Nc1ccc(F)c(F)c1F,-2,0.7,-0.2,-12,6,-2,4,2,-4,-6
Nn1c(SCC(=O)Nc2cc(C(F)(F)F)ccc2Cl)nnc1-c1n[nH]c2c1CCC2,.,.,0.0,.,1,0,5,-1,-5,-4
COc1ccc(CCN2CC3=C(C2=O)C(c2ccccc2)NC(=O)N3C)cc1OC (stereo not given),3,2.1,0.0,-5,0,0,5,-13,-1,-3
Fc1ccc(CSc2nc3ncc(Br)cc3[nH]2)cc1,7,2.9,-0.7,-7,3,3,-14,3,-3,-7
Cc1ccc(OCc2nnn(CC(=O)NS(=O)(=O)c3c(C)noc3C)c2-c2ccccc2)cc1,8,-1.4,0.1,5,6,61*,8,-2,-48,2
O=C(CSc1nnc(COc2ccc(Cl)cc2)n1Cc1ccco1)N1CCNC1=O,4,0.0,0.2,16,2,-1,-1,2,-11,1
Cc1ccc2nc(N(CCCN(C)C)C(=O)COc3ccc(Cl)cc3)sc2c1,-2,-6.5,0.3,6,5,3,-8,7,-22,-12
O=C1[C@@H]2C(Cc3ccc(O)cc3)NC3(C(=O)Nc4ccc(F)cc43)[C@@H]2C(=O)N1c1ccccc1 (stereo not given in full),-6,-1.5,-0.1,5,0,3,-4,0,-43,1
Cn1ncc(Br)c1C(=O)N1CCc2ccccc21,-3,0.2,-0.8,1,2,-3,1,-7,3,-1
CCOc1c(Br)cc(C2CC(=O)Nc3cc(OC)c(OC)cc32)cc1OC (stereo not given),-4,3.7,0.2,-1,8,-4,8,1,-9,5
O=C(/C=C/c1c(F)cccc1Cl)c1ccc(O)cc1,-2,3.2,0.6,-14,2,13,0,9,-23,7
COc1ccc2c(c1)O/C(=C\c1ccco1)C2=O,5,1.7,2.4,-8,-5,11,3,-25,-1,-3
COc1cc2c3c(c1)C(C)=CC(C)(C)N3C(=O)C2=O,-12,-2.0,0.2,8,-6,1,-9,-3,10,-18
COc1ccc(N2CCN(C(=O)CCNC(=O)c3ccc(Br)cc3)CC2)cc1,-3,-0.9,-0.6,1,-1,1,-5,-4,17,-3
Cc1ccc2c(c1)sc1nc(=O)n(-c3ccc(Cl)c(Cl)c3)c(=O)n12,2,-0.3,-0.1,13,-2,3,0,6,1,6
C/C(=N\NC(=O)c1nnn(-c2nonc2N)c1C(C)C)c1ccc2ccccc2c1,12,1.0,-0.7,3,-6,-1,-3,1,1,3

(list continues)
SMILES,ARFGAP1 inh,GAA850 FXN act,proKLK7 act,ASAP1 GAP inh,DDE Tn6 FP inh,rCAG binder,NPR2 activator,ADAM10 inh,HGIII-sPLA2 inh,NPR1 activator
O=C(COc1ccc2ccc(=O)oc2c1)NCCCn1ccnc1,-7,-0.3,0.0,3,0,-1,0,-73,5,4
O=C1c2cccc3cccc(c23)C(=O)N1c1cccnc1,4,0.8,0.1,-10,5,-1,0,-198,2,-2
CCn1cc(Br)c(C(=O)Nc2ccc(Cl)c(Cl)c2)n1,5,2.3,0.3,8,5,6,-8,7,-7,-2
Cc1[nH]c(C)c(S(=O)(=O)N2CCN(c3cccc(C(F)(F)F)c3)CC2)c1C(=O)N1CCCCC1,10,-4.8,-0.1,-13,-11,1,3,6,5,-5
OCCNCCOCCOc1ccccc1-c1ccccc1,1,-0.1,-0.2,-2,2,0,-7,0,-5,-5
CC(C)C[C@H](NC1(C(=O)NC2CCCCC2)CCCCC1)C(=O)NCCc1c[nH]c2ccccc12,.,.,.,.,-5,.,-9,4,-46,-2
CCC1CCCCN1C(=O)COC(=O)c1cncc(Br)c1 (stereo not given),1,-0.5,0.1,-12,2,0,-3,-1,2,-1
COc1ccc(CCNC(=O)c2cccs2)cc1,0,4.7,-0.5,-11,-7,1,0,-5,17,4
COc1ccc(NC(=O)CN(C)CC(=O)Nc2cccc(F)c2)cc1Cl,-1,3.0,0.0,22,-6,-2,-6,-1,-26,2
O=[N+]([O-])c1cnc(Sc2ccncn2)s1,-5,2.9,0.5,3,-4,-1,9,8,-4,15
Cn1c(SCC(=O)NCc2ccco2)nnc1-c1ccccc1,-2,2.2,0.1,-1,0,0,1,6,-4,3
O=C(Nc1ccc2[nH]ccc2c1)c1cccs1,7,3.4,0.4,8,-7,3,-1,6,3,5
COC(=O)C1=C(C)Nc2c(c(=O)n(C)c(=O)n2C)C1c1cccnc1 (stereo not given),7,-1.8,-0.1,-3,2,1,0,-31,5,4
CCCCC(=Nc1ccccc1OC)C1=C(O)CC(c2ccccc2)CC1=O (stereo not given),-1,0.0,-0.6,-1,-3,0,4,2,-2,1
O=C(CS(=O)(=O)c1c[nH]c2ccccc12)NC1CCCCC1,1,0.4,0.7,3,7,2,-4,-6,-2,19
CC(C)c1ccc(NC(=O)COc2ccc(F)cc2C(=O)c2cnn(-c3ccccc3)c2)cc1,2,4.5,0.9,-7,2,5,-2,-28,5,-7
Cc1ccc(S(=O)(=O)N2[C@@H](c3ccccc3)C(C(=O)O)=CC[C@H]2c2ccc(C(C)C)cc2)cc1,-4,1.9,0.7,0,-3,81*,0,10,-43,-5
CC(C)C(NC(=O)CN1C(=O)c2ccccc2S1(=O)=O)C(C)C,0,0.6,-0.5,7,-2,2,-2,7,5,3
O=C(C1CCCN(S(=O)(=O)c2cccc3cccnc23)C1)N1CCN(c2ccccc2F)CC1 (stereo not given),12,-1.1,0.1,1,-2,1,3,-4,-3,4
O=C(N/N=C/c1cccn1-c1ccccc1)c1ccncc1,2,0.3,0.6,0,-2,1,-8,0,-1,-3
Cc1cccc(-n2ccnc2SCC(=O)Nc2cccc(S(=O)(=O)NC3=NCCC3)c2)c1C,8,0.6,-0.1,13,6,-1,-3,-14,1,-4
NC1=CC(=O)C(=O)c2ccccc21,-1,-0.1,0.8,5,14,4,2,-17,-2,0
COc1cccc(NC(=O)C(Sc2nnc(Nc3ccccc3C)s2)c2ccccc2)c1 (stereo not given),13,-2.0,0.5,7,-3,10,-4,33*,-17,2
CCOc1ccc(NC(=O)CSc2nnc(C)n2C2CC2)cc1S(=O)(=O)N1CCCC1,-9,-0.4,-0.1,-7,-11,4,1,0,0,0
COCCCNC(NC(=O)c1ccc(Br)cc1)C(Cl)(Cl)Cl (stereo not given),1,0.1,0.2,-7,3,-2,-6,-1,-1,-7
Cc1cc(S(=O)(=O)N2CCCCC2)ccc1OCC(=O)N1CCOCC1,-5,1.7,-0.3,-11,7,-4,4,-8,-3,2
Cc1ccc(S(=O)(=O)N2CCOC2CNC(=O)C(=O)NCc2ccco2)cc1 (stereo not given),-2,0.3,-0.4,10,-5,5,5,-25,9,3
CCCCC(=O)NC(=S)Nc1cccc(C(=O)O)c1,4,3.7,0.1,-1,-5,8,1,-8,9,3
Cc1cccc(C(=O)NNC(=O)c2cccc(C)c2)c1,-2,3.0,-0.3,-8,4,0,5,0,-3,6
COC(=O)COc1ccc(NC(=O)c2ccco2)cc1,10,0.3,0.2,-6,5,-2,-5,-2,7,0

Marked active in ADAM10 inh, among the entries above:
SMILES | ARFGAP1 inh | proKLK7 act | ASAP1 GAP inh | DDE Tn6 FP inh | NPR2 activator | ADAM10 inh | HGIII-sPLA2 inh | NPR1 activator
COc1cccc(NC(=O)C(Sc2nnc(Nc3ccccc3C)s2)c2ccccc2)c1 (stereo not given) | 13 | 0.5 | 7 | -3 | -4 | 33* | -17 | 2

The listing continues.
SMILES,ARFGAP1 inh,GAA850 FXN act,proKLK7 act,ASAP1 GAP inh,DDE Tn6 FP inh,rCAG binder,NPR2 activator,ADAM10 inh,HGIII-sPLA2 inh,NPR1 activator
COc1ccc(OCC(=O)NNC(=O)C2CCCO2)cc1 (stereo not given),3,4.9,-0.1,0,-5,0,2,-6,-5,4
O=C(NCCN1CCOCC1)c1ccc(/C=C2\Sc3ccccc3N(Cc3ccccc3F)C2=O)cc1,11,-0.1,-15,-7,-16,5,1,12,-36,3
C[C@H](NC(=O)c1nc[nH]c1C(=O)N[C@@H](C)C(=O)OC(C)(C)C)C(=O)OC(C)(C)C,-4,1.4,-0.4,-3,9,-10,19,2,0,17
COC(=O)[C@]12C[C@H](CC(=O)NCC34CC5CC(CC(C5)C3)C4)C(=O)N(Cc3ccc4c(c3)OCO4)C1=C[C@H](COCc1ccccc1)O[C@@H]2C,-3,.,0.4,-2,8,10,1,2,-5,1
Cc1ccc(C(=O)N2C(CC(=O)Nc3ccc(Cl)cc3)C(=O)NC3CCCCC32)cc1 (stereo not given),16,-3.0,0.3,9,0,-4,-3,2,-5,0
O=C(Nc1cc2c(oc1=O)CCCC2=O)c1cccc(Cl)c1,19,0.2,0.6,-7,-6,1,-3,-9,1,0
COc1ccc(CCNC(=O)C2CCN(S(=O)(=O)c3cc(OC)ccc3OC)CC2)cc1,-1,-2.0,-0.3,-10,5,-3,-6,-9,-5,5

High-throughput results as filed in PubChem.
